Screening results: PubChem BioAssay, PCMD
FXIa single inh = inhibitors of human coagulation factor XIa; P03951; purified human FXIa, fluorogenic AMC substrate cleavage; inhibition, % at 10 µM; hit rate 0.3% among 33,000;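 active = inhibition above 40% in the primary screen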;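 also: 0% = enzyme without compound and 100% = blank wells lacking enzyme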
Target sequence (P03951 19-387 limits assumed): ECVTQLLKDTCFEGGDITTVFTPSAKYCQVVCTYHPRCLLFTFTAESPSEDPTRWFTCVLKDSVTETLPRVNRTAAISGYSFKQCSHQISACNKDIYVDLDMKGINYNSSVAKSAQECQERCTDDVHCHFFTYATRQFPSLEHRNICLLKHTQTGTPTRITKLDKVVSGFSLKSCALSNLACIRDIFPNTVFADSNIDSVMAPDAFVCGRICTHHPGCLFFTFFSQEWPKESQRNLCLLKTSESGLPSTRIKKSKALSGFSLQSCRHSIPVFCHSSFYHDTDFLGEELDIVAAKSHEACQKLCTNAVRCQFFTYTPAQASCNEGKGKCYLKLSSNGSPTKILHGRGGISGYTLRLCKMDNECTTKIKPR
Target sequence (P03951 388-625 limits assumed): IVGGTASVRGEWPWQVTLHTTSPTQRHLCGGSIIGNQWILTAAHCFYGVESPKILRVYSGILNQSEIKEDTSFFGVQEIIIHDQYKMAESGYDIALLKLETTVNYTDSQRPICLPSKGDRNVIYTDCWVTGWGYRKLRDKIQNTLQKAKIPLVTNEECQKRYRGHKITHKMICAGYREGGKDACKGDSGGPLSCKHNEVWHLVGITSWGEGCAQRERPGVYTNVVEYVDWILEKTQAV
FXIIa single = inhibitors of human coagulation factor XIIa; purified human FXIIa, AMC substrate fluorescence, 2 h; AID 701; P00748; inhibition, % at 10 µM; hit rate 0.2% among 33,000; in the data active = inhibition above about 30%;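 also: 0% = enzyme with vehicle only and 100% = no enzyme blank; many of its hits are not listed in these tables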
* marks the source's active call; other numbers are inactive results.

# | mol | FXIa single inh | FXIIa single
1 | CC(=O)Oc1ccc2oc3c(c2c1)C(=O)CCC3 | -2 | 0
2 | CCCCCCCCNC(=O)CCNC(=O)c1ccc(C(C)(C)C)cc1 | -6 | 9
3 | COC(=O)CNC(=O)C12CC3(C)CC(C)(CC(C)(C3)C1)C2 | 4 | 10
4 | CCOC(=O)c1cccc(NC(=O)COC)c1 | -3 | 7
5 | C=C(C)Cn1c(SCC(=O)O)nnc1-c1ccc(OC)cc1 | -1 | -3
6 | N#C/C(=C/c1ccc(Sc2nc3ccccc3[nH]2)o1)c1ccccc1F | -10 | 9
7 | N#CC1=C(N)Oc2cc3ccccc3cc2C1c1cccnc1 (stereo not given) | 9 | 7
8 | Cc1ccc(CSCCNC(=O)c2ccc(Cl)c(S(=O)(=O)N3CCOCC3)c2)cc1 | 2 | 11
9 | CC(=O)SC(C)CC(=O)NCc1ccccc1 (stereo not given) | -3 | 5
10 | Cc1cc(S(=O)(=O)NC(C)C)ccc1OCC(=O)N1CCOCC1 | 18 | -9
11 | CC(C)OC(=O)CSc1nnc(SCc2cccc3ccccc23)s1 | -4 | 7
12 | CCNS(=O)(=O)c1cc(OC)ccc1OC | 20 | -12
13 | Cc1cc(C)n(-c2ccc(C(=O)NCc3cccs3)cc2)n1 | -1 | 4
14 | CC(C)(C)c1ccc(OCC(=O)Nc2ccc(-c3nc4cccnc4o3)cc2)cc1 | -2 | -3
15 | COc1ccc(-n2c(N)c(C(=O)NCC3CCCO3)sc2=S)cc1 (stereo not given) | -3 | 8
16 | O=C1Cc2cccc3cccc1c23 | -9 | -5
17 | Cc1ccc(-n2c(O)c(C=NC3CCS(=O)(=O)C3)c3ccccc3c2=O)cc1C (stereo not given) | 27 | -14
18 | CC(C)OCCCNC(=O)c1ccc(Br)cc1 | -13 | 8
19 | Cc1oc(C)c2c(=O)ccc3c(c12)OC(N)=C(C#N)C3c1ccccc1 (stereo not given) | -1 | 2
20 | C/C(=N\Nc1ccc(F)cc1F)c1ccc(F)cc1 | 1 | 7
21 | CCOC(=O)C(O)(C1C(=O)CC(C)(C)CC1=O)C(F)(F)F (stereo not given) | 1 | -18
22 | CCCc1cc(C(=O)Nc2c(C)n(C)n(-c3ccccc3)c2=O)no1 | 6 | 1
23 | COC(=O)C1C(=O)C2=C(CC1C)NC(C)=C(C(=O)OC(C)C)C2c1ccc(C)o1 (stereo not given) | -6 | 7
24 | CC(=O)Nc1c(C(=O)c2ccc(F)cc2)oc2ccccc12 | 8 | 4
25 | CCOC(=O)c1[nH]c(C)c(C(=O)OC(C)C(=O)Nc2ncc(Cl)cc2Cl)c1C (stereo not given) | -10 | 5

4 entries drawn at random from those above:
# | mol | FXIa single inh | FXIIa single
2 | CCCCCCCCNC(=O)CCNC(=O)c1ccc(C(C)(C)C)cc1 | -6 | 9
17 | Cc1ccc(-n2c(O)c(C=NC3CCS(=O)(=O)C3)c3ccccc3c2=O)cc1C (stereo not given) | 27 | -14
13 | Cc1cc(C)n(-c2ccc(C(=O)NCc3cccs3)cc2)n1 | -1 | 4
12 | CCNS(=O)(=O)c1cc(OC)ccc1OC | 20 | -12

Some values from the results shown:
FXIIa single with cpd 17 stands at -14
FXIa single inh with cpd 20 stands at 1
FXIa single inh with cpd 8 stands at 2

Next section
# | mol | FXIa single inh | FXIIa single
26 | CCOC(=O)N1CCN(C(=O)c2ccc3c(=O)n(-c4ccc(F)cc4)c(=S)[nH]c3c2)CC1 | 0 | 10
27 | Nn1c(SCC(=O)Nc2ccc(F)cc2F)nnc1C1CCCCC1 | -3 | 5
28 | CCOc1ccc(-c2cnc(SCC(N)=O)nc2N)cc1 | -1 | 9
29 | O=C(c1cccc(-c2nnc(-c3ccccc3)o2)c1)N1CCCCCC1 | -3 | 6
30 | N#Cc1cccc(NC(=O)CCC2CCCC2)c1 | 2 | 6
31 | COc1cc(NC(=O)N2CCOCC2)cc(OC)c1 | 0 | 2
32 | c1ccc(-c2oc3ncnc(NCCN4CCOCC4)c3c2-c2ccccc2)cc1 | -2 | 0
33 | CCCCCOC(=O)c1c(N)n(CCOC)c2nc3ccccc3nc12 | -5 | -19
34 | O=C(c1cc2ccccc2o1)c1cccs1 | 0 | 7
35 | Cc1cc(Nc2ccccc2)n(CCO)n1 | -1 | 8
36 | Nc1nnc(CCOc2ccccc2Cl)s1 | 26 | -15
37 | COc1cc(C)nc(N2CCCC(C(=O)Nc3cc(Cl)ccc3OC)C2)n1 (stereo not given) | 8 | 0
38 | COc1cccc(-c2cn3nc(C)c(C)nc3n2)c1 | -5 | 3
39 | COc1cccc(N2CCN(C(c3ccccn3)c3nnnn3C(C)(C)C)CC2)c1 (stereo not given) | 3 | 4
40 | O=C(NC1CCS(=O)(=O)C1)c1cccc(S(=O)(=O)N2CCOCC2)c1 (stereo not given) | -2 | 5
41 | Cc1nc2nc(-c3ccco3)nn2c(C)c1Cl | 5 | 1
42 | Cc1ccccc1CN1C2=NCCCN2c2ccccc21 | 2 | 9
43 | Cc1cc(Cl)c(S(=O)(=O)Nc2ccc3c(c2)OCCO3)cc1OCC(=O)NC1CCCCC1 | -3 | 9
44 | CN(C(=O)CSC1=Nc2ccccc2C2=NC(c3ccccc3)C(=O)N12)C1CCCCC1 (stereo not given) | -7 | 7
45 | CC(C)C(CC(=O)N1CCCCC1)C1CCOC(C)(C)C1 (stereo not given) | 34 | -16
46 | Cn1c(NC(=O)c2ccccc2)c(-c2ccccn2)c(=O)c2ccccc21 | 10 | 7
47 | Cc1ccccc1C1CC(c2ccccc2)Nc2ncnn21 (stereo not given) | 2 | 8
48 | CC(C)Nc1nc(NC(C)C)nc(C(=O)OCCO)n1 | 2 | 7
49 | CCOC(=O)N1CCN(C(=O)CN(c2ccc(OCC)cc2)S(C)(=O)=O)CC1 | -11 | 4
50 | Cc1ccccc1OCC(O)Cn1c(=N)n(CCN2CCOCC2)c2ccccc21 (stereo not given) | -7 | 8
51 | COc1ccccc1C(=O)Nc1ccccc1SC | -1 | 4
52 | CC(C)NC(=O)C1CC(=O)N(C(C)c2ccccc2)C1 (stereo not given) | -3 | 4
53 | CC1CCN(c2ncnc3nc[nH]c23)CC1 | 3 | 22
54 | COc1ccc2nc(NC(=O)CN3CCOCC3)sc2c1 | -13 | -13
55 | Cc1cc(NC(=O)c2cccc(F)c2)no1 | 7 | 6
56 | CNC(=O)CN1C(=O)c2cccc3cccc1c23 | -2 | 12
57 | COc1ccc(CN2C(=O)c3cccnc3C2Nc2ccc(OC)c(Cl)c2)cc1 (stereo not given) | -4 | 5
58 | COc1cc(Br)c(CC(=O)O)cc1OC | 1 | 0
59 | CCCOc1ccc2c(=O)c(N3C(=O)c4ccccc4C3=O)c(C)oc2c1 | -1 | 9
60 | COc1cc(OC)c(OC)cc1CN1CCc2ccccc2C1 | 4 | 3
61 | COC(=O)c1cc(COc2ccc3oc(C)c(C(=O)OC(C)C)c3c2)c(C)o1 | 0 | -2
62 | N#CCSc1nnc(-c2cnccn2)n1Cc1ccccc1 | 0 | 4
63 | Cc1ccc(S(=O)(=O)NCCOC(=O)Nc2sc(=S)n(C)c2C)cc1 | 3 | 9
64 | CC(C)(C)C(=O)Cn1c(NCCO)nc2ccccc21 | 4 | 5
65 | COCCn1c(SCC(=O)c2ccc3c(c2)OCCO3)nnc1-c1ccoc1C | -6 | 3
66 | CC1(C)OC(=O)C(=C2CCCN2)C(=O)O1 | 1 | 3
67 | CC1CC(C)CN(CC(=O)N2CCCc3c2c(=O)oc2ccc(OCc4ccccc4)cc32)C1 (stereo not given) | -1 | 4
68 | COc1cccc(-c2cc(C(=O)O)no2)c1 | -6 | 8
69 | CCOC(=O)Cn1c(=O)c2c(nc(Br)n2Cc2ccccc2Cl)n(C)c1=O | -5 | 3
70 | Cc1cc2cc(CNC(=O)c3cccs3)ccc2[nH]1 | -1 | -1
71 | Cc1ccc(-c2nc3ccsc3c(=O)o2)cc1 | 35 | 21
72 | CC(C)n1c(N2CCN(C(=O)NCc3ccccc3)CC2)nc2ccccc21 | 16 | 6
73 | COCCCNC(=O)C1CC(=O)N(CCc2ccccc2)C1 (stereo not given) | 8 | 3
74 | O=C(CN1C(=O)c2ccccc2C1=O)Nc1ccccc1C(=O)NC1CCCCCC1 | -6 | 8
75 | CCOC(=O)CC1(c2ccccc2)CCOC(C)(C)C1 (stereo not given) | 18 | -12

Further results.
# | mol | FXIa single inh | FXIIa single
76 | Cc1nc2nc(SCC(=O)NCCN3CCOCC3)nn2c(C)c1Cc1ccccc1 | 0 | 7
77 | Cc1cc2ccccc2n1CCNC(=O)Cc1ccccc1 | -10 | -10
78 | COc1ccc(OC)c(NC(=O)C2CCCN(S(=O)(=O)c3cccc4nonc34)C2)c1 (stereo not given) | 10 | -10
79 | COc1cc(S(=O)(=O)Nc2cccc(C(=O)O)c2)c(OC)cc1Cl | -2 | 2
80 | CCCS(=O)(=O)N1CCCC(c2nc(-c3ccc(OC)cc3)no2)C1 (stereo not given) | -5 | 5
81 | Fc1ccccc1COc1ccc(-c2nnn(Cc3ccccc3F)n2)cc1 | 8 | 5
82 | Cc1cc(C)n2nc(C(=O)Nc3ccc4c(c3)OCO4)cc2n1 | -7 | 7
83 | Cc1ccc(N(CC(=O)N2CCOCC2)S(=O)(=O)c2ccccc2)cc1 | -12 | -9
84 | Cc1ccc(N2CCN(C(=O)N3CCCC3)CC2)cc1Cl | 5 | 15
85 | COc1cc2c(cc1OC)C(CC#N)=NC(C)(C)C2 | -2 | -3
86 | Cc1c(NC(=O)C2(c3ccccc3)CCCC2)c(=O)n(-c2ccccc2)n1C | 6 | 9
87 | CCCCCCCCn1c(=O)c(C(=O)OCC)c(O)c2ccccc21 | -10 | 4
88 | O=C(CN(Cc1ccccc1F)C(=O)Cn1nnc(-c2cccs2)n1)NC1CCCCC1 | 33 | -17
89 | O=S(=O)(CCc1nc2ccccc2s1)c1ccc(Cl)cc1 | -1 | -2
90 | Cc1c(NC(=O)Nc2ccc3c(c2)OCO3)c(=O)n(-c2ccccc2)n1C | 1 | 5
91 | Cc1nnc(SCC(=O)N2CCN(c3ccccc3)CC2)n1-c1ccccc1 | 2 | 8
92 | COC(=O)c1sccc1Oc1ccc(F)cc1[N+](=O)[O-] | 8 | 6
93 | Cc1ccc(CNc2ccc(O)cc2)cc1 | -2 | 8
94 | N/C(=N\OC(=O)Oc1ccccc1)c1ccc(Cl)cc1 | -2 | 0
95 | Cc1ccccc1C(=O)Nc1nncs1 | 6 | 7
96 | CCOc1ccccc1NC(=O)c1cccc(NC(=O)c2ccco2)c1 | -2 | 9
97 | CCCc1cc(=O)[nH]c(SCC(=O)Nc2ccccc2C#N)n1 | -3 | 3
98 | COc1cc(C(=O)N2CCC(N3CCCCCC3)CC2)cc(OC)c1OC | -2 | 6
99 | COCCCn1c(SCC(=O)Nc2sc3c(c2C#N)CCCC3)nnc1-c1ccncc1 | 0 | 6
100 | CS(=O)(=O)c1cccc(C(=O)NCc2ccc(F)cc2)c1 | 7 | 6

Screen by screen, quoted from above.
FXIIa single, compounds 58 to 68, in order: 0, 9, 3, -2, 4, 9, 5, 3, 3, 4, 8
FXIa single inh, compounds 58 to 68, in order: 1, -1, 4, 0, 0, 3, 4, -6, 1, -1, -6

Back to the main list, starting 3 compounds before the break.
# | mol | FXIa single inh | FXIIa single
98 | COc1cc(C(=O)N2CCC(N3CCCCCC3)CC2)cc(OC)c1OC | -2 | 6
99 | COCCCn1c(SCC(=O)Nc2sc3c(c2C#N)CCCC3)nnc1-c1ccncc1 | 0 | 6
100 | CS(=O)(=O)c1cccc(C(=O)NCc2ccc(F)cc2)c1 | 7 | 6
101 | COc1ccc(S(=O)(=O)N(C)CC(=O)NCc2cccnc2)cc1Cl | 8 | 9
102 | Cc1ccc2ccc(C(Nc3ccccn3)c3ccccc3)c(O)c2n1 (stereo not given) | 2 | 9
103 | CC(=O)c1cccc(N=C2NC(=O)CS2)c1 | 19 | -13
104 | CC(C)(C)c1[nH]nc2c1C(c1ccc(OC(=O)c3ccco3)cc1)C(C#N)=C(N)O2 (stereo not given) | -5 | -12
105 | N[C@@H](Cc1cc(I)c(O)c(I)c1)C(=O)O | 6 | 7
106 | COc1ccc(NC(=O)CN(C)S(=O)(=O)c2ccc3c(c2)CCC(=O)N3)c(OC)c1 | 5 | 3
107 | COC(=O)c1ccc(Oc2ccc3nncn3n2)cc1 | 4 | 5
108 | CC1CN(Cc2ccccc2Cl)CC(C)O1 (stereo not given) | 2 | 13
109 | CC(C)CNc1c(N)c(=O)oc2ccccc12 | 1 | -1
110 | CCOC(=O)C1CCN(C(=O)COc2ccc(S(=O)(=O)NC(C)C)cc2)CC1 | 9 | 6
111 | O=C(NCC(c1cccnc1)N1CCN(c2ccccc2)CC1)OCc1ccccc1 (stereo not given) | -1 | -1
112 | O=C(Nc1ccccc1Cl)C1CCN(Cc2cnn(-c3ccccc3)c2-n2cccc2)CC1 | 0 | -3
113 | Nc1c(NCc2ccccc2)c2ccccc2oc1=O | -2 | 7
114 | CCCC(=O)Nc1ccc2c(c1)nc(CN1CCCC1)n2C | 0 | 15
115 | CCc1ccc(NC(=O)c2noc3c2CCC3)cc1 | 23 | 5
116 | O=C(NCc1ccco1)C1CCCN(S(=O)(=O)c2cccc3nonc23)C1 (stereo not given) | -4 | 10
117 | CCOc1ccc(NC2c3ccccc3C(=O)N2Cc2ccc3c(c2)OCO3)cc1 (stereo not given) | 7 | 10
118 | CCC1CCCCN1C(=O)COC(=O)c1n[nH]c2ccccc12 (stereo not given) | -7 | 10
119 | CCOC(=O)c1c(N2C(=O)C3CC(C)=C(C)CC3C2=O)sc(C)c1C (stereo not given) | 4 | 0
120 | Cn1c2c(c(=O)n(C)c1=O)C(c1ccc(O)cc1)Nc1ccccc1O2 (stereo not given) | -2 | 3
121 | COc1ccccc1CNC(=O)c1ccccc1OC | 0 | 1
122 | CCCCCc1ccc(CC(=O)O)cc1 | -5 | 4
123 | Cc1c(C(=O)N2CCCCCC2)oc2ccccc12 | 1 | 8
124 | Cc1nn2c(C)c(C(=O)Nc3ccccc3)cnc2c1C#N | -8 | 5
125 | CCOC(=O)N1CCC(Nc2ncnc3c2cnn3-c2ccc(Cl)cc2)CC1 | -5 | 14
126 | CCOC(=O)CN1NC2(CCCCC2)NC1=S | 20 | -10
127 | CCOc1ccc(C(NC(=O)c2ccco2)c2ccc(OC)c(OC)c2)cc1 (stereo not given) | 16 | -15

A portion of the library (hit frequency here may not be typical).
